LDHA block – LDHA (human) enzyme inhibition; P00338; 0.15% of 480,000 active; activity change, % (values are at about 110 or 230 µM); purified LDHA, NADH/diaphorase-resazurin fluorescence; hits give low values; AID 1347041; in the data active means activity change below about -30%; inconclusive means mostly about -25% to -30%;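 further: plate controls were DMSO wells for no effect and wells without enzyme for full effect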
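LDH5 2 nM; NADH 0.06 mM, pyruvate 0.2 mM; 200 mM Tris pH 7.4, EDTA, Tween-20; 5 min RT. Detection: diaphorase 0.133 mg/mL + resazurin 37 µM, fluorescence ex540/em590 at 0 and 20 min; normalized to enzyme-free and DMSO wells.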
Apoferritin bind – binds horse apoferritin like a general anesthetic. apoferritin/1-aminoanthracene competitive binding, fluorescence. Potency, µM (series often up to 77.5 µM), without a hit: at the highest dose activity change, negative = displacement, hits mostly inhibitors. 0.074% of 350,000 active. AID 485281; further: potency means the concentration at half of the fitted maximal effect; on the % scale 0 is the no-effect control and ±100 the full control effect; nearly all actives have a fitted effect of over 20% in size
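Concentration-response curves derived by four-parameter Hill fitting of normalized fluorescence, where compounds displaced 1-AMA from 10 uM horse apoferritin following a brief 10 min room-temperature incubation; propofol titration acted as positive control.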
APE1 inh – blocks human APE1 abasic DNA cleavage | recombinant APE1, TAMRA/BHQ-2 abasic DNA cleavage fluorescence | Potency, µM (top dose mostly 65.8 µM), without a hit: at the highest dose activity change, negative = inhibition, hits mostly inhibitors | AID 2517 | P27695 | 0.35% of 350,000 active;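 further: potency means the concentration at half of the fitted maximal effect; plate controls were vehicle for no effect and reference inhibitor for full effect; nearly all actives have a fitted effect of over 55% in size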
Target sequence (P27695 whole entry, looked up): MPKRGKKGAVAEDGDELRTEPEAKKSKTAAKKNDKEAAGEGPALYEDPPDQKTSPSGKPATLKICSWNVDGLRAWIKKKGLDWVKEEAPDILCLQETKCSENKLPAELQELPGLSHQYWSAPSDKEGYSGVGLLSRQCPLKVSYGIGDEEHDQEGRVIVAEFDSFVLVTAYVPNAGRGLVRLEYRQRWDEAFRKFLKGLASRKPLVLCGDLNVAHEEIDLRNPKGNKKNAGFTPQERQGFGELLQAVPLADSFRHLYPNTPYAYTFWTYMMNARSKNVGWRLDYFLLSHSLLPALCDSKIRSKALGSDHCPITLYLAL
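Quantitative HTS: incision of a TAMRA/BHQ-2 double-stranded substrate bearing a tetrahydrofuran abasic site by 0.75 nM APE1 raises fluorescence. Substrate 50 nM final, added after 15 min compound preincubation at room temperature; progress as third-minus-first kinetic read difference.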
POLB inh – DNA polymerase beta (human) inhibition; 1.3% of 340,000 active; Potency, µM (series often up to 114 µM), inactives show top-dose activity change, negative = inhibition, most hits filed as inhibitors; P06746; AID 485314; Pol beta primer extension/strand displacement, fluorescence kinetic; further: potency means the concentration at half of the fitted maximal effect; on the % scale 0 is the no-effect control and ±100 the full control effect
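Human Pol beta at 10 nM; strand-displacement substrate 50 nM final. Compound exposure 15 min at room temperature before start, reaction 10 min at room temperature.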
Glioma ERSR ind – inducers of ER stress response in human glioma cells; U87-MG GRP78 promoter luciferase reporter, 16 h; Potency, µM, inactives show top-dose activation, usual class: activators; 0.02% of 420,000 active; AID 602332; further: potency means the concentration at half of the fitted maximal effect; series mostly up to about 76 µM; % of control where 0% means no effect; nearly all actives have a fitted effect of over 35% in size
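Stably transfected U87-MG human glioma cells carrying a GRP78-based luminescent sensor were seeded at 1000 cells/well, pin-dosed with compounds and incubated 16 h. Luciferase reagent was then added, and end-point luminescence was read after 10 min at room temperature.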
Pol iota inh – DNA polymerase iota (human) inhibition; Q9UNA4; Pol iota fluorescent replication assay, 10 min; Potency, µM (top dose mostly 115 µM), without a hit: top-dose activity, negative = inhibition, usual class: inhibitors; 1% of 390,000 active; further: potency means the concentration at half of the fitted maximal effect
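Pol iota at 10 nM preincubated 15 min with compounds at room temperature; reaction started with fluorescent substrate, 50 nM final. Fluorescence read kinetically at 0 and 10 min; buffer-only wells as negative control.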
POLK inh – blocks human DNA polymerase kappa activity; Potency, µM (highest dose often 107 µM), inactives show at the top dose activity, negative = inhibition, usual class: inhibitors; purified Pol kappa, fluorescent DNA synthesis assay, 10 min; 0.53% of 400,000 active; AID 588579; Q9UBT6; further: potency means the concentration at half of the fitted maximal effect; on the % scale 0 is the no-effect control and ±100 the full control effect
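Enzyme at 10 nM met test compounds for 15 min at room temperature. Substrate addition (50 nM final) began the reaction, which was monitored by fluorescence at 0 and 10 min.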
Pol eta inh – blocks human DNA polymerase eta activity. Q9Y253. recombinant Pol eta, fluorescent DNA replication assay. Potency, µM (highest dose often 114 µM), inactives show at the top dose activity change, negative = inhibition, actives largely listed as inhibitors. 1.2% of 390,000 active; further: potency means the concentration at half of the fitted maximal effect; on the % scale 0 is the no-effect control and ±100 the full control effect
Target sequence (Q9Y253 whole entry, looked up): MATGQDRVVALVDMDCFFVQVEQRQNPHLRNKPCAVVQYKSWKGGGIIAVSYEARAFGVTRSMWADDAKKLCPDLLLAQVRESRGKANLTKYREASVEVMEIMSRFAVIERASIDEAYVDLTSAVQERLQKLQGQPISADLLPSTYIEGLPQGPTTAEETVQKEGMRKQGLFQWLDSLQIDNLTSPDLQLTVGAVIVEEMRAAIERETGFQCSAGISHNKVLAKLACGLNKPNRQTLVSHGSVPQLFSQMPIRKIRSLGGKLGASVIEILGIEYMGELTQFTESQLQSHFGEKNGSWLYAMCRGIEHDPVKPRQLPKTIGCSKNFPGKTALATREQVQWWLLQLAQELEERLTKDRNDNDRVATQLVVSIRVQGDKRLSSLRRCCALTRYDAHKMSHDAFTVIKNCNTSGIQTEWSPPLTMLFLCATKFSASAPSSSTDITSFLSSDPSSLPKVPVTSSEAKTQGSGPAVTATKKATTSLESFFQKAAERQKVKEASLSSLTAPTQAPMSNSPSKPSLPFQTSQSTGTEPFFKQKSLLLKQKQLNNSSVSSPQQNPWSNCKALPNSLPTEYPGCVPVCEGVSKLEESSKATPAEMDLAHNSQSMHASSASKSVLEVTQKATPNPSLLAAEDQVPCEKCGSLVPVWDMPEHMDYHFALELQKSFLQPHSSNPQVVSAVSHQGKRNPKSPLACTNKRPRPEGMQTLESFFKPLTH
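Fluorescent replication assay: 50 nM final substrate added after a 15 min room-temperature compound preincubation with 10 nM enzyme. Signal taken at 0 min and again at 10 min.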
BLM helicase inh – inhibitors of human Bloom syndrome helicase BLM; recombinant BLM DNA unwinding, fluorescence dequenching; Potency, µM (doses to about 56.1 µM), inactives show at the top dose activity change, negative = inhibition, usual class: inhibitors; 0.2% of 350,000 active; AID 2528;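 further: potency means the concentration at half of the fitted maximal effect; plate controls were vehicle for no effect and no enzyme for full effect; nearly all actives have a fitted effect of over 35% in size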
An asterisk follows results filed as active; ? = inconclusive; · = not tested or not shown; [ ] = remark or other dose. Unless noted, the call rests on the fitted dose curve; in most records, active means well fitted curve in the direction sought with a large enough effect; inconclusive means small, poorly fitted or top-dose-only effect, or another doubt; inactive means no such curve, though single readings can be large; an effect the other way counts as inactive or inconclusive.

SMILES	LDHA block	Apoferritin bind	APE1 inh	POLB inh	Glioma ERSR ind	Pol iota inh	POLK inh	Pol eta inh	BLM helicase inh
COc1cc(-c2cc(C(=O)Nc3nc4ccccc4s3)c3ccccc3n2)cc(OC)c1OC	0	-5%	11%	5%	-1%	39%[activator]	-9%	-24%	2%
Cc1ccccc1-c1nnn(CC(=O)N2CCN(C(=O)c3ccco3)CC2)n1	-3	·	34%	·	-5%	10%	-18%	-5%	·
CCCCn1c(N)c(N(CC(C)C)C(=O)C2CC(=O)N(Cc3ccco3)C2)c(=O)[nH]c1=O (configuration not stated)	-4	-4%	-12%	16%	-4%	29%	-6%	11%	-4%
O=C1CN(C(=O)Cc2ccccc2)C(c2ccc(F)cc2)c2cc(Br)ccc2N1 (configuration not stated)	-7	-3%	·	6%	-3%	7%	-18%	-23%	-6%
Cc1cccn2c(=O)c(/C=C(\C#N)C(=O)NCc3ccco3)c(N3CCCC(C)C3)nc12 (configuration not stated)	-2	?	1%	-8%	1%	22%	-4%	-3%	-6%
Cc1cc(C)c(C)c(S(=O)(=O)NCC(=O)N2CCCC2)c1C	-6	-2%	6%	-1%	-4%	5%[58.9 µM]	2%	-9%	-4%
O=C(CN1C(=O)S/C(=C\c2ccccc2F)C1=O)NC1CCS(=O)(=O)C1 (configuration not stated)	-3	-18%	-13%	27%	-7%	?	-14%	7%	0%
CSc1ccccc1C(=O)NCCS(=O)(=O)N1CCN(c2ccc(F)cc2)CC1	0	·	24%	·	-2%	9%	-12%	-16%	·
Cc1sc(NC(=O)c2ccccc2)c(C(=O)c2ccccc2)c1C	0	4%	2%	-11%	-3%	12%	-5%	-9%	-3%
CCN(CC)S(=O)(=O)c1cc(NC(=O)CN2C(=O)NC3(CCCc4ccccc43)C2=O)ccc1C (configuration not stated)	-10	-10%	-12%	18%	-3%	?	-14%	-5%	-4%
CN(Cc1ccccc1)C(=O)c1nc2ccccn2c1CNCCn1cccn1	-5	-7%	-4%	32%	-3%	4%	-7%	-5%	1%
CC(=O)c1ccc2c(c1)C1C=CCC1C(c1ccncc1)N2 (configuration not stated)	24	-15%	?	?	5%	32µM*	-13%	?	-29%
CCc1noc(C)c1C(=O)Nc1ccc(S(=O)(=O)N2CCCC(C)C2)cc1 (configuration not stated)	-2	·	17%	·	-3%	57%[activator]	-4%	-16%	·
Cc1cnc(CNc2ncncc2-c2ccccc2C#N)cn1	·	-2%	-4%	·	-2%	·	-2%[60.1 µM]	·	-2%
CC12CCC(=O)N1C(C(=O)OCc1c(Cl)cccc1Cl)CS2 (configuration not stated)	-3	?	11%	-2%	-1%	57%[activator]	-2%	-3%	-2%

Taken from above:
Entry of O=C(CN1C(=O)S/C(=C\c2ccccc2F)C1=O)NC1CCS(=O)(=O)C1 (configuration not stated) in APE1 inh: -13%
Entry of Cc1cccn2c(=O)c(/C=C(\C#N)C(=O)NCc3ccco3)c(N3CCCC(C)C3)nc12 (configuration not stated) in Glioma ERSR ind: 1%
Entry of COc1cc(-c2cc(C(=O)Nc3nc4ccccc4s3)c3ccccc3n2)cc(OC)c1OC in Pol eta inh: -24%

Later entries
SMILES	LDHA block	Apoferritin bind	APE1 inh	POLB inh	Glioma ERSR ind	Pol iota inh	POLK inh	Pol eta inh	BLM helicase inh
CCOC(=O)N1CCC(NC(=O)CC2C(=O)NCCN2Cc2ccccc2)CC1 (configuration not stated)	2	-4%	2%	19%	-5%	6%	-7%	-2%	0%
CCOC(=O)Cn1cc(/C=N/N2C(=O)C3C4C=CC(C4)C3C2=O)c2ccccc21 (configuration not stated)	0	-6%	4%	-7%	-2%	31%[activator]	-17%	4%	4%
CC1(C)S[C@@H]2[C@H](NC(=O)C3(N)CCCCC3)C(=O)N2[C@H]1C(=O)O	·	9%[29.3 µM]	3%[21 µM]	·	-5%	·	6%[19.4 µM]	·	4%
Cc1cc(C=O)c(O)cc1O	13	-2%	19%	-26%	0%	?	-4%	-1%	0%
Cc1ccc(C(=O)Nc2ccc(C(=O)/C=C/c3cccs3)cc2)cc1	-6	?	-2%	-1%	-5%	17%	-24%	8%	-2%
CN1CCN(CCCNC(=O)C2CCN(c3nnc(-n4cccc4)s3)CC2)CC1	-1	-9%	3%	5%	-3%	24%	-6%	-20%	4%
Nc1ccc2c(c1)C(=O)N(CCCC(=O)O)C2=O	-8	61%[activator]	?	16%	-6%	4%	-6%	-14%	-7%
O=C(CNC(=O)c1cccs1)OCc1ccc(Br)cc1	-11	?	22%	19%	2%	58%[activator]	3%	-19%	-2%
O=C(NCc1ccccc1)C(c1ccc(F)cc1)N(C(=O)c1csnn1)c1ccccc1 (configuration not stated)	-4	5%	1%	11%	-2%	-4%	-4%	-2%	0%
CCOc1cc(C)c(C(C)C)cc1S(=O)(=O)N1CCOCC1	-4	-12%	0%	1%	0%	6%	-4%	-6%	-2%
Cc1c(C(=O)NC(C)C)c(-c2ccccc2)nn1-c1ccccc1	-11	-3%	4%	-26%	-4%	15%	6%	-12%	2%
CN(C)CCNC(=O)c1ccc2c(c1)N(Cc1ccc(F)cc1)CCS2	0	476%[activator]	1%	-11%	-7%	-11%	-9%	-18%	-4%
COc1ccc(NC(=S)NNC(=O)c2nnn(-c3ccccc3)c2C)cc1	-8	-1%	3%	-3%	-3%	-5%	1%	-18%	4%
CCN(CC)CCCNC(=O)c1ccc2c(SCC(=O)O)c3c(nc2c1)CCC3	·	-4%	-6%	12%	·	·	·	·	-2%
CC1=C(C#N)C(=O)NC(=O)/C1=C/c1ccc(-c2ccc(S(N)(=O)=O)cc2)o1	18	-17%	-7%	?	-3%	?	?	14µM*	-15%
Cc1ccccc1C(=O)Nc1ccnn1C1CCN(Cc2cnn(C(C)C)c2)CC1	-1	-3%	66%[activator]	0%	-5%	24%	1%	-11%	-2%
C1=C(c2cc3ccccc3cn2)CCCC1	-7	·	12%	·	0%	6%	-25%	-9%	·
COc1ccc2cc3cc(C(=O)Nc4ccc5c(c4)OCCO5)oc3nc2c1	-11	-6%	-6%	13µM*	-5%	?	-13%	11µM*	-14%
COc1ccc(-n2c(CN3CCN(Cc4ccccc4)CC3)nc3ccc([N+](=O)[O-])cc3c2=O)c(OC)c1	1	?	-8%	-12%	-3%	-14%	-15%	6%	-3%
Cc1c(Cl)cccc1NC(=O)CNC(=O)c1ccc(F)cc1	5	2%	19%	3%	-3%	26%	1%	-10%	3%
Cc1ccc(C(N)=O)cc1S(=O)(=O)Nc1cccc(C)c1C	3	-4%	1%	20%	2%	26%	-10%	-13%	-3%
Cc1ccc(S(=O)(=O)N2[C@@H](c3ccc(Br)cc3)C(C(=O)O)=CC[C@H]2c2ccc(Cl)cc2)cc1	-3	·	-9%	·	1%	?	-11%	-7%	·
C#CCSc1nc(=O)c2cccnc2n1-c1ccc(C)cc1	-8	-8%	?	17%	-3%	44%[activator]	-6%	12%	-1%
COc1ccc(S(=O)(=O)Nc2cccc(-c3ccc(N4CCCCCC4)nn3)c2)cc1	-2	-10%	·	-10%	2%	9%	-12%[60.1 µM]	-16%	-5%
CCN(CC(=O)Nc1ccc(OC)cc1)C(=O)Cc1ccsc1	1	·	18%	·	-3%	18%	-15%	-13%	·
COC(=O)c1c(C)oc2ccc(N(C(=O)c3ccncc3)S(=O)(=O)c3c(C)cc(C)cc3C)cc12	-4	-8%	·	-21%	0%	-1%	-15%	-6%	-6%
O=C(NNC(=O)C12CC3CC(CC(C3)C1)C2)c1csc(N2CCOCC2)n1	-4	·	-8%	·	1%	26%	0%	-18%	·
CCOc1ccc(-c2nnc(SCC(=O)O)n2Cc2ccccc2)cc1	-2	1%	1%	19%	-4%	60%[activator]	-2%	-17%	-1%
CCCNC(=O)CCn1cc(-c2ccc(OC)cc2)nc1-c1ccncc1	0	-8%	23%	44%	-1%	4%	1%	-3%	1%
Cc1cccc(C)c1NC(=O)CNc1ccccc1	1	-11%	6%	-24%	1%	16%	11%	-2%	-1%
CCN(C(=O)COC(=O)c1cc(C)n(-c2ccc(F)cc2)c1C)C1CCS(=O)(=O)C1 (configuration not stated)	0	1%	29%	-4%	-3%	5%	-11%	-8%	-7%
COc1cc(Cl)ccc1OCc1cc(C(=O)N(C)CCc2cnn(C)c2)no1	0	-10%	18%	24%	7%	59%[activator]	-10%	-12%	-3%
CCOc1ccc(C(C)=O)cc1N1C(=O)C2C3C=CC(C3=C(C)C)C2C1=O (configuration not stated)	-1	-15%	-1%	21%	-5%	20%	-1%	1%	0%
O=S(=O)(c1ccc(F)cc1)N1CCN(S(=O)(=O)c2cccs2)CC1	-5	-2%	-22%	5%	-6%	5%	-16%	-7%	-4%
O=C(O)CSCC(=O)N1CCc2c([nH]c3ccccc23)C1C(F)(F)F (configuration not stated)	-7	2%	-2%	44%	-3%	12%	0%	-20%	-4%
CCOP(=O)(OCC)C(=Cc1cc(C(C)(C)C)c(O)c(C(C)(C)C)c1)P(=O)(OCC)OCC	·	3%	-2%	·	4%	·	-12%[60.1 µM]	·	-1%
COc1ccc(N2Cc3cccc(C(=O)Nc4ccc(C)c(C)c4)c3C2=O)cc1	-3	-6%	·	11µM*	-2%	?	-27%	-24%	-11%
O=C(Nc1ccc(S(=O)(=O)Nc2ccccc2)cc1)c1ccc(CN2CCOCC2)cc1	-6	-12%	-2%	-20%	-2%	19%	2%	-19%	-3%
CC1CCC(NC(=O)CCS(=O)(=O)c2ccc3c(c2)NC(=O)C(C)S3)CC1 (configuration not stated)	2	-6%	12%	82%	2%	33%	9%	-13%	1%
CCC(C(=O)NCCC(C)C)N(Cc1ccccc1Cl)C(=O)c1snc(C(N)=O)c1N (configuration not stated)	2	1%	-8%	9%	-5%	38%[activator]	-3%	-25%	-10%

Screens deposited in PubChem BioAssay by National Center for Advancing Translational Sciences (NCATS).

An excerpt, so the mix of outcomes need not match the whole.
